# AID2073 – inhibitors of Mint1-CaV2.2 protein interaction, biochemical, HTRF (AID 2073); HTRF protein-protein interaction, Mint1-CaV2.2; higher % means a stronger effect; inhibition, % at 20 µM; hits with a dose series show IC50 in µM; 0.19% of 290,000 active; in the data active means inhibition mostly above about 51%, no sharp cut-off; inconclusive means no clear call, values can overlap the other calls; inactive means mostly below about 53%; further: some results filed as inactive read as strong as hits
# Autophagy HCS – autophagy modulation, high-content screen. MEF GFP-LC3 puncta imaging; test concentration mostly 10 µM. calls only at 10 µM (by protocol). 0.98% of 190,000 active;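 active means percentage of spot-positive cells more than 3 SD above its plate mean, without a fluorescence outlier flag or 80% toxicity; inconclusive means no clear call, values can overlap the other calls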;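 further: spot-positive cell cutoff set from DMSO-treated cells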
# WT yeast gro inh – growth inhibition of WT yeast, mitochondrial fusion screen; mitochondrial fusion phenotypic screen, WT strain; AID 1362; inhibition, % at 10 µM; 2.1% of 190,000 active; in the data active means inhibition above about 58%; tested in S. cerevisiae
# LYP phosphatase – inhibitors of LYP phosphatase, biochemical, fluorescence intensity, uHTS (AID 1779); 0.054% of 290,000 active; recombinant LYP phosphatase, fluorescence intensity; higher % means a stronger effect; inhibition, % at 11.5 µM; hits with a dose series show IC50 in µM; in the data active means inhibition above about 50%;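 further: plate controls were vehicle with enzyme for no effect and no enzyme for full effect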
# NS5 inhibitors – Dengue-2 NS5 methyltransferase inhibitors, primary screen, biochemical, confirmation dose response (AID 588689); inhibition, % at 25 µM; hits with a dose series show IC50 in µM; Dengue-2 NS5 methyltransferase capping enzyme assay, biochemical; higher % means a stronger effect; 0.3% of 340,000 active; in the data active means a potency from the dose series; inconclusive means inhibition above about 29% without an active follow-up result
# K1F lysis inhibition – protection from phage-mediated lysis, alamar blue read-out – E. coli UTI89, K1F phage, bacterial capsule biogenesis inhibitors (AID 488966); 0.02% of 340,000 active; E. coli UTI89 K1F phage lysis, alamar blue, 2 h; higher % means a stronger effect; inhibition, % at 100 µM; hits with a dose series show IC50 in µM;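 active means phage lysis inhibition, versus mean bacterial control, above a set limit; inconclusive means no clear call, values can overlap the other calls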;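 further: capsule biogenesis inhibitors block K1F phage lysis so surviving cells raise fluorescence; higher fluorescence means more inhibition of phage lysis; actives were called in the ten point dose series up to 300 µM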
# NTR1 ag – agonists of NTR1, primary screen, imaging, U2OS cells, beta-arrestin-GFP, high content (AID 493036); P30989; NTR1-U2OS beta-arrestin-GFP spot imaging, agonist mode; activation, % at 20 µM; 0.17% of 330,000 active;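 active means activation at or above 40% of the spot to cytoplasm intensity ratio, with at least 20 cells analyzed; inconclusive means wells under 20 cells, flagged as cytotoxic or low count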;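 further: 0% = DMSO without peptide and 100% = 100 nM NTR1 peptide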
# Target sequence (P30989 whole entry, looked up): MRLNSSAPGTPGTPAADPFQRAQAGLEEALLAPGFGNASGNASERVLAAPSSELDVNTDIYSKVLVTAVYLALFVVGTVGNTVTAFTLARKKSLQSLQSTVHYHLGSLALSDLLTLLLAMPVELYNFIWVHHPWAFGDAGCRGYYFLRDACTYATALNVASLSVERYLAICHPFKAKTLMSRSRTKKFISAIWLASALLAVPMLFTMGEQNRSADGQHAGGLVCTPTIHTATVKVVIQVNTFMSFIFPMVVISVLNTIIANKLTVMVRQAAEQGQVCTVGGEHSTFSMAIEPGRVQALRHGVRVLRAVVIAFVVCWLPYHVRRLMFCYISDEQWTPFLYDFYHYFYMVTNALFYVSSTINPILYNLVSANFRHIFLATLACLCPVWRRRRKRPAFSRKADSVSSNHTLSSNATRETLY
# RSV CPE inhibition – inhibition of RSV-induced cytopathic effect – HEp-2 cells, primary 10 µM value included (AID 2391); HEp-2 cells, RSV-induced CPE inhibition; higher % means a stronger effect; one-dose CPE inhibition, % at 10 µM; IC50 in µM for titrated hits; 0.13% of 310,000 active; in the data active means a potency from the dose series; inconclusive means CPE inhibition mostly from about 23% at the one dose, without a potency; inactive means the rest, 99 in 100 with CPE inhibition below about 21%; further: strong numbers were not always called active
# GPR35 antagonists – inhibition of zaprinast-stimulated GPR35 beta-arrestin translocation – imaging, U2OS, beta-arrestin-GFP, zaprinast agonist, primary screen (AID 2058). U2OS GPR35 beta-arrestin-GFP translocation imaging, zaprinast antagonism; higher % means a stronger effect. inhibition, % at 10 µM; hits with a dose series show IC50 in µM. 0.052% of 290,000 active;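 active means inhibition of at least 50% with at least 30 cells and total cytoplasm GFP at most 10,000,000; inconclusive means under 30 cells or total GFP of 10,000,000 plus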
# WT yeast gro inh mutant strain – also measured in WT yeast gro inh; calls as there; inhibition, %; mitochondrial fusion phenotypic screen, mutant strain inhibition
# Autophagy HCS cell loss 18 h – second read-out of Autophagy HCS, no call of its own (marks repeat the call); toxicity, %; measured here: cell loss, nuclei count;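 cell loss after 18 h compound exposure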
# NTR1 ag cell count 20 µM – recorded beside NTR1 ag, whose call it bears; cell count; measured here: cell count, cytotoxicity flag
# * = called active by the depositor; i = inactive; ? = inconclusive; . = no result given; [ ] = remark or other dose.
compound	AID2073	Autophagy HCS	Autophagy HCS cell loss 18 h	WT yeast gro inh	WT yeast gro inh mutant strain	LYP phosphatase	NS5 inhibitors	K1F lysis inhibition	NTR1 ag	NTR1 ag cell count 20 µM	RSV CPE inhibition	GPR35 antagonists
N#Cc1c(-c2ccccc2)c(-c2ccccc2)n(Cc2ccco2)c1NC(=O)c1cccs1	16%	i	-13	-20	2	-3%	-7%	2.7%	1.6	63	16%	4%
COc1ccccc1-n1c(=O)c(C#N)c(-c2ccc([N+](=O)[O-])cc2)c2cc(C(=O)c3ccccc3O)cnc21	31%	.	.	.	.	2%	-3%	0.5%	1.9	59	1.1%	3%
FC(F)Oc1ccc(NC(=S)NCC2COc3ccccc3O2)cc1 (centres undefined)	-9%	i	-4	12	1	-4%	-7%	0.3%	-0.3	68	-0.1%	-2%
O=C(COc1ccc(-c2ccccc2)cc1)N/N=C/c1ccccc1Br	1%	i	-25	12	-10	-3%	0%	-1.2%	3.0	82	3.2%	10%
O=C(COC(=O)c1ccccc1C(=O)c1ccc(Cl)cc1)NCC1CCCO1 (centres undefined)	-1%	i	-2	-13	4	-2%	-2%	0.2%	-0.5	58	-0.3%	-4%
CN(CCC#N)C(=O)Cn1nc(Cc2ccncc2)c2ccccc2c1=O	22%	i	3	19	5	0%	-3%	7.2%	0.6	77	0.5%	-6%
Cc1ccc(C)c(S(=O)(=O)N2CCN(C(=O)CN3C(=O)NC(C)(C)C3=O)CC2)c1	.	.	.	.	.	.	-14%	0.7%[50 µM]	-2.4	60	0.2%	.
COc1ccc(C)cc1S(=O)(=O)N(CC(=O)O)c1ccccc1	2%	i	-2	-9	-1	-3%	0%	1.4%	-1.3	34	-0.2%	-16%
COc1ccc(N(C(=O)c2cc3ccccc3oc2=O)C2C=CS(=O)(=O)C2)c(OC)c1 (centres undefined)	-10%	i	-6	-6	-6	-1%	-4%	0.3%	-1.5	64	0.0%	-4%
CCCn1c2ccccc2c2cnn(CC(=O)NCCOC)c(=O)c21	-1%	.	.	.	.	-9%	-6%	0.9%[50 µM]	-0.8	85	0.7%	4%
Cc1ccc(C)n1-c1ccc(-c2nnc3n2CCCCC3)s1	18%	i	6	-7	-9	-6%	11%	-0.3%	-0.2	52	1.1%	1%
COc1ccc(S(=O)(=O)N2CCCCCC2)cc1C(=O)N(C)Cc1ccc(C)cc1	.	.	.	.	.	.	2%	0.3%[50 µM]	1.0	75	8.4%	.
NS(=O)(=O)c1ccc(CCNC(=O)Cc2cccs2)cc1	17%	.	.	.	.	-10%	-10%	-2.0%	0.1	40	0.2%	23%
Cc1ccc(S(=O)(=O)N(C)C2(C)CCS(=O)(=O)C2)cc1 (centres undefined)	-8%	i	0	3	21	-3%	5%	8.1%	0.5	83	.	2%
Cc1cc(Cl)c(S(=O)(=O)Nc2ccccn2)cc1OCC(N)=O	4%	i	-6	8	29	-10%	-1%	0.7%	1.1	93	1.2%	-5%
Cc1ccc(NC(=O)CN(C)C(=O)Cc2ccc(Cl)c(Cl)c2)cc1	-1%	.	.	.	.	-5%	-1%	-0.3%	2.7	42	?	10%
CCOC(=O)C1(Cc2cccc(OC)c2)CCCN(C(=O)c2cc(C)[nH]n2)C1 (centres undefined)	-1%	i	5	8	-10	-5%	-4%	-0.9%	-1.1	83	0.7%	-8%
COc1c(O)ccc(C2NC(=O)NC(C)=C2C(=O)Nc2ccccc2C)c1[N+](=O)[O-] (centres undefined)	-9%	i	-26	0	-1	-5%	-3%	-0.4%	1.4	42	0.6%	9%
O=C(Nc1cccc(Cl)c1)/C(=C\c1cccnc1)NC(=O)c1ccco1	6%	i	12	-5	-3	-1%	6%	0.0%	-0.4	84	1.0%	-5%
CN1CCCN(S(=O)(=O)c2ccc(Cl)c(Cl)c2)CC1	4%	i	2	-7	22	-8%	2%	0.0%	.	.	.	-4%
COC(=O)/C(=C\c1c(OC)cc(OC)cc1OC)C(=O)c1ccc2c(c1)OCO2	.	.	.	.	.	.	-2%	-0.7%	-0.2	84	1.4%	.
O=C1N[C@@H](Cc2ccccc2)C(=O)N2[C@@H]1C[C@@]1(Br)c3ccccc3N(S(=O)(=O)c3ccccc3)[C@@H]21	.	.	.	.	.	.	-3%	0.0%	2.9	68	3.1%	.
COc1ccc(COc2ccc3ccc(=O)oc3c2)cc1	-7%	.	.	.	.	0%	-3%	4.0%[50 µM]	1.9	95	6.6%	8%
COCCn1nnnc1C(CC(C)C)N1CCN(c2ccccc2)CC1 (centres undefined)	2%	i	4	2	-7	-2%	-4%	0.0%	2.9	75	0.8%	-7%
O=C1C(Cl)=C(NC2CCCCC2)C(=O)N1Cc1ccccc1	3%	i	19	70*	-5.4*	-4%	-7%	-0.3%	8.3	50	?	-8%
Cc1ccc(OCCNc2cc(N3CCN(CCO)CC3)ccc2[N+](=O)[O-])cc1C	3%	i	-6	24	-4	-2%	4%	11%	2.6	35	-0.2%	-19%
COC(=O)CS(=O)(=O)c1cc(Br)cc2c1N(C(C)=O)CC2	-2%	i	-15	16	9	-2%	0%	-0.2%	0.1	42	0.9%	-6%
O=C(Cc1cccs1)NCCc1ccc(Cl)cc1	8%	.	.	.	.	-9%	-7%	0.9%[50 µM]	0.7	75	2.6%	-7%
CC(C)(C)NC(=O)C(=O)NCc1ccccn1	4%	i	-25	5	-1	-9%	-5%	0.6%	-0.8	20	2.1%	1%
Cc1cc(Nc2cccc(F)c2)nc(N2CCOCC2)n1	-5%	.	.	.	.	-13%	9%	4.3%	0.8	44	.	4%

# Look-ups from the entries so far:
# O=C(COc1ccc(-c2ccccc2)cc1)N/N=C/c1ccccc1Br in NTR1 ag is listed with 3.0
# CCOC(=O)C1(Cc2cccc(OC)c2)CCCN(C(=O)c2cc(C)[nH]n2)C1 (centres undefined) in NTR1 ag is listed with -1.1
# O=C(Cc1cccs1)NCCc1ccc(Cl)cc1 in NS5 inhibitors is listed with -7%

# The results go on.
compound	AID2073	Autophagy HCS	Autophagy HCS cell loss 18 h	WT yeast gro inh	WT yeast gro inh mutant strain	LYP phosphatase	NS5 inhibitors	K1F lysis inhibition	NTR1 ag	NTR1 ag cell count 20 µM	RSV CPE inhibition	GPR35 antagonists
CN(c1ccc(C(=O)NCC2CCCO2)cc1)S(C)(=O)=O (centres undefined)	-5%	i	19	-11	3	-5%	-6%	0.0%	1.4	47	1.2%	12%
O=C(CCC1CCCCC1)NCCN1CCOCC1	-3%	.	.	.	.	-3%	-6%	0.0%	0.6	72	2.6%	-6%
O=C(c1oc2ccccc2c1N1CCCCC1)N1CCCCC1	-2%	i	-8	2	0	-6%	-6%	1.6%	0.7	45	3.3%	16%
CCOC(=O)c1[nH]c(C)c(C(=O)NC2CCN(C(=O)OCC)CC2)c1C	2%	i	0	-4	9	-6%	-5%	0.0%	0.1	41	1.6%	19%
CCN(CC)S(=O)(=O)c1cc(C(=O)O)c(Cl)cc1Cl	13%	i	-2	-21	-56	-3%	-8%	0.3%	-1.9	80	1.7%	24%
CS(=O)(=O)N(CC(=O)N1CCOCC1)c1ccc2c3c(cccc13)CC2	0%	i	-5	3	6	-10%	0%	9.6%	-2.8	102	0.3%	-4%
CCC(Oc1ccccc1)C(=O)N1CC(C)CC(C)C1 (centres undefined)	-1%	i	-7	-16	-9	0%	2%	0.9%	0.6	80	2.2%	-4%
Cc1ccc(S(=O)(=O)NCCC(=O)Nc2ccc(C)c(Cl)c2)cc1C	1%	i	5	39	-7	2%	-4%	2.0%	0.4	76	9.2%	-3%
Cc1scc(C(=O)N/N=C/c2ccc(OCC(C)C)cc2)c1C	15%	i	7	39	32	5%	-4%	2.0%	0.9	57	?	13%
CC(C)C(C(=O)NCc1ccco1)N(C(=O)CNS(=O)(=O)c1ccccc1)c1ccccc1 (centres undefined)	-1%	i	-9	-11	-12	0%	-5%	-1.4%	1.0	62	-2.4%	12%

# 2 of the compounds above, with two lines to a compound:
# Values run as follows: AID2073 | Autophagy HCS | Autophagy HCS cell loss 18 h | WT yeast gro inh | WT yeast gro inh mutant strain | LYP phosphatase | NS5 inhibitors | K1F lysis inhibition | NTR1 ag | NTR1 ag cell count 20 µM | RSV CPE inhibition | GPR35 antagonists
CCC(Oc1ccccc1)C(=O)N1CC(C)CC(C)C1 (centres undefined)
→ -1% | i | -7 | -16 | -9 | 0% | 2% | 0.9% | 0.6 | 80 | 2.2% | -4%
Cc1ccc(S(=O)(=O)NCCC(=O)Nc2ccc(C)c(Cl)c2)cc1C
→ 1% | i | 5 | 39 | -7 | 2% | -4% | 2.0% | 0.4 | 76 | 9.2% | -3%

# Following part
structure	AID2073	Autophagy HCS	Autophagy HCS cell loss 18 h	WT yeast gro inh	WT yeast gro inh mutant strain	LYP phosphatase	NS5 inhibitors	K1F lysis inhibition	NTR1 ag	NTR1 ag cell count 20 µM	RSV CPE inhibition	GPR35 antagonists
CC(NC(=O)c1ccc(NC(=O)c2ccco2)cc1)c1ccccc1 (centres undefined)	11%	.	.	.	.	-10%	-8%	-0.2%	0.8	41	2.7%	13%
COc1cc2nc(Cl)nc(NCCO)c2cc1OC	-9%	.	.	.	.	-3%	14%	-2.6%	1.0	57	3.5%	-3%
Cc1ccc(S(=O)(=O)N(C)CC(=O)OCC(=O)Nc2ccccc2)cc1	2%	.	.	.	.	3%	-7%	-0.1%	0.6	61	-1.7%	13%
CCCn1c(-c2cccc([N+](=O)[O-])c2)nc2c1c(=O)[nH]c(=O)n2Cc1ccccc1	-6%	i	10	-4	-17	1%	3%	0.0%[50 µM]	2.7	73	5.4%	-4%
COc1ccc(NC(=O)COC(=O)CNS(=O)(=O)c2ccccc2)cc1OC	42%	i	-12	-5	-14	-6%	1%	1.1%	-1.1	34	1.2%	3%
Cc1[nH]nc(SCC(=O)NC2CCCC2)c1[N+](=O)[O-]	6%	i	11	3	12	-10%	2%	0.1%	1.8	51	-0.3%	-3%
CSCCC(NC(=O)c1ccc(=O)n(C)n1)c1nc2ccccc2[nH]1 (centres undefined)	0%	i	12	-12	-3	-7%	-14%	-0.2%	-0.5	75	0.8%	23%
O=C(CSc1nnc(-c2ccncc2)o1)c1cccc([N+](=O)[O-])c1	-4%	i	17	4	8	-8%	1%	-0.1%	3.2	79	3.0%	-5%
CC(=O)C12CCCCC1CC1[C@@H]3CC(C)C4=CC(=O)CC[C@]4(C)C3CC[C@@]12C (some centres undefined)	-2%	.	.	.	.	-1%	-6%	0.2%	18	67	.	-22%

# Screens as filed in PubChem BioAssay.
